Assay outcomes (PubChem)
mIDH1 inhibitor: qHTS for Inhibitors of mutant isocitrate dehydrogenase 1 (IDH1): qHTS. Isocitrate dehydrogenase [NADP] cytoplasmic (Homo sapiens), O75874. IDH1-R132H enzyme, NADPH consumption, diaphorase/resazurin fluorescence. Potency, µM (series often up to 76.6 µM), for inactives: top-dose activity change, negative = inhibition, usual class: inhibitors. 0.093% of 390,000 active. AID 602179, 2012; further: on the % scale 0 is the no-effect control and ±100 the full control effect; nearly all actives have a fitted effect of over 65% in size
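IDH1-R132H (0.5 ug/mL dispensed) in pH 7.5 Tris buffer was preincubated 30 min with compound, then given a substrate mix of 0.016 mM NADPH and 2 mM alpha-KG for 80 min at room temperature; remaining NADPH was read by diaphorase/resazurin fluorescence.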
rTrxR1 inhibitor: qHTS Assay for Inhibitors of Mammalian Selenoprotein Thioredoxin Reductase 1 (TrxR1): qHTS | Thioredoxin reductase 1, cytoplasmic (Rattus norvegicus), O89049 | recombinant rTrxR1, NADPH fluorescence consumption, selenite substrate | Potency, µM (doses to about 114 µM), for the others: top-dose activity change, negative = inhibition, most hits filed as inhibitors | 1% of 390,000 active | AID 588453, 2011; further: on the % scale 0 is the no-effect control and ±100 the full control effect; nearly all actives have a fitted effect of over 65% in size
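Rat TrxR1 (90 nM in the dispensed reagent) was pre-reduced with 400 uM NADPH for 5 min at room temperature, then incubated with compound for 15 min. After 400 uM selenite was added, NADPH fluorescence (Ex 340/Em 450 nm) was followed for 8 min.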
12-LOX inh: Primary qHTS assay for inhibitors of human arachidonate 12S-lipoxygenase (ALOX12): Round 2. purified 12hLO, xylenol orange hydroperoxide absorbance. 1.1% of 580,000 active. Potency, µM (top dose mostly 108 µM), inactives show at the highest dose activity change, negative = inhibition, usual class: inhibitors. Polyunsaturated fatty acid lipoxygenase ALOX12 (Homo sapiens), P18054; further: on the % scale 0 is the no-effect control and ±100 the full control effect
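Hydroperoxide product was detected by ferrous iron/xylenol orange as the 573 to 405 nm absorbance ratio. Arachidonic acid at 40 uM (final) was turned over for 30 min at room temperature by 150 nM human 12hLO, pH 7.0 Hepes buffer, after 15 min compound preincubation.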
Vif-APOBEC3F blk: qHTS for Inhibitors of Vif-A3F Interactions: qHTS; HeLa A3F-eYFP + Vif (tagged APOBEC3F with the HIV-1 protein that degrades it), YFP fluorescence increase; Potency, µM (top dose mostly 46.1 µM), for inactives: at the top dose activity, negative = active; 0.2% of 390,000 active; further: % of control where 0% means no effect; nearly all actives have a fitted effect of over 65% in size
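Fluorescence increase (Ex 488/Em 500-530) after overnight compound treatment at 37 deg C flags inhibition of Vif-driven A3F-eYFP loss in stable HeLa A3F-eYFP/Vif cells seeded overnight beforehand.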
RXFP1 agonist: qHTS Assay for Agonists of the Relaxin Receptor RXFP1; Relaxin receptor 1 (Homo sapiens), Q9HBX9; HEK293T-RXFP1 cAMP TR-FRET, 30 min; response scale: percent of porcine relaxin response, buffer zero; Potency, µM (top dose mostly 57.5 µM), for inactives: at the top dose activation, usual class: activators; 0.3% of 370,000 active; further: on the % scale 0 is the no-effect control and ±100 the full control effect; nearly all actives have a fitted effect of over 60% in size; many of its hits are not listed in these tables
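HEK293 cells stably expressing RXFP1, treated 30 min at 37C with compounds plus PDE4 inhibitor Ro 20174; cAMP measured by HTRF TR-FRET. Normalized to buffer and 29 nM porcine relaxin; EC50 by Hill fit.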
TrxR1 substrate: qHTS Assay for Substrates of Mammalian Selenoprotein Thioredoxin Reductase 1 (TrxR1): qHTS; Thioredoxin reductase 1, cytoplasmic (Rattus norvegicus), O89049; purified TrxR1 substrate turnover, NADPH consumption readout; Potency, µM (highest dose often 114 µM), inactives show at the top dose activity change, negative = substrate turnover; 0.01% of 390,000 active; AID 588456, 2011; further: on the % scale 0 is the no-effect control and ±100 the full control effect; nearly all actives have a fitted effect of over 50% in size
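Rat TrxR1, dispensed at 90 nM, was prereduced with 400 uM NADPH (final) for 5 min at ~22 deg C, then incubated with compound 15 min before 400 uM selenite. A first-read NADPH fluorescence drop versus no-compound background flagged substrates.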
Vif-APOBEC3G blk: qHTS for Inhibitors of Vif-A3G Interactions: qHTS; DNA dC->dU-editing enzyme APOBEC-3G (Homo sapiens), Q9HC16; HeLa A3G-eYFP + Vif (tagged APOBEC3G with the HIV-1 protein that degrades it), YFP fluorescence, overnight; Potency, µM (highest dose often 46.1 µM), for inactives: at the top dose activity, negative = active, hits mostly inhibitors; 0.076% of 410,000 active;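 further: on the % scale 0 is the no-effect control and ±100 the full control effect; nearly all actives have a fitted effect of over 60% in size; hits raise eYFP signal because A3G escapes Vif-driven loss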
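Read-out is eYFP fluorescence (Ex 488/Em 500-530) from Vif-expressing HeLa A3G-eYFP cells; more signal means A3G escaped Vif-mediated degradation. Cells plated overnight, compound pinned in, incubated overnight at 37 deg C.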
RGS4 inhibitor: Inhibitors of Regulator of G Protein Signaling (RGS) 4: qHTS. AID 504845, 2011. Potency, µM (top dose mostly 114 µM), inactives show at the highest dose activity change, negative = inhibition, actives largely listed as inhibitors. Transcreener GDP fluorescence polarization, RGS4-accelerated GTP hydrolysis. 0.039% of 390,000 active; further: on the % scale 0 is the no-effect control and ±100 the full control effect; nearly all actives have a fitted effect of over 75% in size; some results filed as inactive show a strong effect at the top dose
Target sequence (P49798 whole entry, looked up): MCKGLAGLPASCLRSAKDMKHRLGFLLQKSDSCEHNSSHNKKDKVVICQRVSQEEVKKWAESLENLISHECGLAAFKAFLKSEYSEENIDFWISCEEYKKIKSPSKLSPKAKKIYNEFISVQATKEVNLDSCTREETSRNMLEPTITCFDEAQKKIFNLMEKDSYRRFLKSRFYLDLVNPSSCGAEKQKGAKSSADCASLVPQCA
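MLSMR compounds (23 nl, pin-transferred) preincubated 10 min at room temperature with a 500nM (2x) first reagent, then RGS4 at 900nM (2x) plus Transcreener GDP mix added; fluorescence polarization (620/688 nm) read before and after 90 min at 30 °C.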
USP1-UAF1 inh: Inhibitors of USP1/UAF1: Primary Screen. 0.23% of 390,000 active. recombinant USP1/UAF1, Ub-Rhodamine cleavage fluorescence. AID 743255, 2014. Potency, µM (titrated, usually from 57.1 µM), inactives show at the top dose activity change, negative = inhibition, usual class: inhibitors; further: on the % scale 0 is the no-effect control and ±100 the full control effect; nearly all actives have a fitted effect of over 60% in size; inactives centre near -12
Target sequence (O94782 whole entry, looked up): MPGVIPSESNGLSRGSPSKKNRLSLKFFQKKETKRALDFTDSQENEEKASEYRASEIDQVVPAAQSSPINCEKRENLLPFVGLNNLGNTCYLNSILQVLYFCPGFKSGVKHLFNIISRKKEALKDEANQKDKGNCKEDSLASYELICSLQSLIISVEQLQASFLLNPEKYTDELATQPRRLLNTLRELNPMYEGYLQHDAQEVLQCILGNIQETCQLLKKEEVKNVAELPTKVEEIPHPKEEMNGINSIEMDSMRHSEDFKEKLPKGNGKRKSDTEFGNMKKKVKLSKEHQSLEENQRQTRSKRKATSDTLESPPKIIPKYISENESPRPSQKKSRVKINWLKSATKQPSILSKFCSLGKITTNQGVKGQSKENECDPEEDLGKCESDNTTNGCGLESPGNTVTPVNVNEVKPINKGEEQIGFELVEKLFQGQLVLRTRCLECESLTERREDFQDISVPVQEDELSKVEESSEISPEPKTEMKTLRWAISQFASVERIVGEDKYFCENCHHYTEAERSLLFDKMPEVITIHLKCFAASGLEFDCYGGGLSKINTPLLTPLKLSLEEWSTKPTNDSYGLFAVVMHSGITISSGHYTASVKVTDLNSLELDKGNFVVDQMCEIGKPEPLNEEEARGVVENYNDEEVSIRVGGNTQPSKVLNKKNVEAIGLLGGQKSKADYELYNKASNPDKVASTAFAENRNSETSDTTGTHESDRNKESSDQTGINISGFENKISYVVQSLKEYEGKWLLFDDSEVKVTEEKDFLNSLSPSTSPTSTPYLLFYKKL
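High-throughput fluorogenic screen: 1nM USP1/UAF1 complex, Ub-Rho substrate 150nM final, 50mM HEPES pH 7.8 with 0.5mM EDTA, 0.1 mg/ml BSA, 1mM TCEP and 0.01% Tween-20.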
* hit, by the source's call; ? = inconclusive; . = no result given; & = joins results of further samples; [ ] = another dose, or the depositor's remark. The call rests on the fitted dose curve; in most records, active means well fitted curve in the direction sought with a large enough effect; inconclusive means small, poorly fitted or top-dose-only effect, or another doubt; inactive means no such curve, though single readings can be large; an effect the other way counts as inactive or inconclusive. Potency means the concentration at half of the fitted maximal effect. This is a subset; count on the stated rates, not on these rows.

SMILES | mIDH1 inhibitor | rTrxR1 inhibitor | 12-LOX inh | Vif-APOBEC3F blk | RXFP1 agonist | TrxR1 substrate | Vif-APOBEC3G blk | RGS4 inhibitor | USP1-UAF1 inh
COc1ccc(Cn2ccnc2SCC(=O)Nc2ccc3c(c2)OCCO3)cc1 | -6% | 32%[57.1 µM] | -4% | 5% | 0.1% | 6%[57.1 µM] | 7% | -14% | -17%
CC(C)(C)OC(=O)N(CCc1ccccc1)Cc1ccc(OCc2cccc(NC(=O)c3ccccc3)c2)cc1 | 8% | 34% | -9% | 0% | . | 3% | -32% | 7% | -9%
CC(C)CCN(C(=O)Cc1ccccc1F)c1c(N)n(Cc2ccccc2)c(=O)[nH]c1=O | -8% | 8% | -1% | 6% | 2.6% | 1% | 3% | 25% | -7%
CC1CCN(S(=O)(=O)N2CCC(C(=O)NCc3ccccc3Cl)CC2)CC1 | -11% | 2%[57.1 µM] | -9% | 0% | -1.2% | -5%[57.1 µM] | 3% | -1% | -4%
CN(C(=O)C1CCCN(c2ncnc3c2nc2n3CCCCC2)C1)c1cccc(Cl)c1 (stereo not given) | 1% | 15% | ? | -3% | 1.1% | 2% | -4% | -25% | -27%
CC(C)CN(C(=O)COC(=O)c1ccc(Br)cc1)c1c(N)n(Cc2ccccc2)c(=O)[nH]c1=O | -7% | 3% | -20% | -13% | 0.2% | -5% | -16% | 14% | -9%
Cc1ccc2cc(CCNC(=O)c3ccco3)c(=O)[nH]c2c1C | 11% | 5% | -6% | -1% | 0.4% | 11% | -3% | -3% | -7%
CC(C)(C)NS(=O)(=O)c1ccc(OCC(=O)NCCC2=CCCCC2)cc1 | 4% | 10% | -2% | -5% | 2.4% | 0% | 0% | 2% | -13%
COc1cccc(C(=O)NNC(=O)Cc2cccs2)c1 | -2% | 20%[57.1 µM] | -1% | -16% | 5.4% | 8%[57.1 µM] | 1% | 5% | -19%
NC(=O)CC(NC(=O)Cc1ccc(Br)cc1)c1ccc(N2CCC(Cc3ccccc3)CC2)c([N+](=O)[O-])c1 (stereo not given) | -1% | 29%[57.1 µM] | ? | 0% | 1.4% | 13%[57.1 µM] | 3% | 19% | -18%
Cn1nnnc1SCCCNCc1ccccc1OCc1ccccc1F | 36%[activator] | 25% | 4% | 0% | 0.1% | 0% | 3% | -2% | -22%
Clc1ccccc1CSc1nc2ccncc2[nH]1 | -4% | 25% | -28% | 0% | 1.1% | 4%[57.1 µM] | 1% | 0% | -20%
CCCCC(=O)Nc1cccc(NC(=S)NC(C)=O)c1 | 3% | 3% | -12% | 4% | 1.8% | 4% | 0% | -16% | -7%
COc1ccc(Cn2c(-c3ccc(Br)cc3)c[n+]3ccccc23)cc1 | -1% | -4% | -18% | -3% | 0.6% | -5% | 3% | 23% | -2%
CCCCN1C(=O)c2ccc(C(=O)Nc3ccc(S(=O)(=O)N(C)C)cc3)cc2C1=O | -1% | 5% | ? | 3% | -0.7% | -7% | 0% | -22% | -22%
Cc1cc([N+](=O)[O-])ccc1NC(=O)/C=C/c1cccs1 | 3% | -15% | -13% | 0% | 2.0% | -8% | -2% | 1% | -18%
CC(=O)c1ccc(OCC(O)CN2CCN(Cc3ccc4c(c3)OCO4)CC2)cc1 (stereo not given) | 0%&-11% | -1%&17% | -28%&-15% | -1%&-11% | 1.0%&-1.4% | -1%&-3% | 0%&1% | -53%&-45% | 2%&-5%
O=C(Nc1nnc(Cc2ccccc2)s1)c1cnccn1 | 11% | 23% | -2% | -2% | 2.6% | 15%[57.1 µM] | -1% | 2% | -17%
CC(=O)Nc1ccc(NC(=O)CSc2nnc(C3CC3)n2-c2ccccc2)cc1 | 4% | 1% | 15% | -13% | 1.1% | 3% | 2% | -43% | -14%
CCOC(=O)C(CC(=O)O)=C(c1ccccc1)c1ccccc1 | 2% | 16% | 0% | -3% | 2.2% | 12%[57.1 µM] | -2% | 31% | ?
COc1ccc(-n2c(SCC(=O)N3CCOCC3)nc(O)cc2=O)cc1 | 2% | 9% | 0% | -9% | -4.5% | 5% | 2% | -11% | -13%
COC(=O)C(CSCc1ccccc1)NC(=O)CSc1nc(N)cc(=O)[nH]1 (stereo not given) | 3% | 2% | -27% | 0% | 0.2% | -5% | 7% | -45% | -10%
COc1ccccc1NC(=O)C(=O)c1cc(C)n(-c2ccccc2F)c1C | 0% | -7% | -16% | -13% | 0.3% | -10% | -3% | 0% | -9%
COc1cc(OC)cc(C(=O)NCc2n[nH]c(=S)n2-c2ccccc2OC)c1 | 5% | -30%[2.29 µM] | ? | 8% | 0.7% | 6%[57.1 µM] | -1% | 14% | 2%
CCSc1nnc2c(n1)OC1(CCCC1)Nc1ccccc1-2 | -2% | 5% | 1%[57.4 µM] | 2% | -0.6% | -1% | -7% | -13% | ?
O=S(=O)(Nc1cccc(-c2cn3c(n2)SCC3)c1)c1cccs1 | 3% | 32% | -17% | -4% | -0.9% | 1% | 0% | -13% | -9%
CC(=O)Nc1cccc(OCC(=O)Nc2ccc(F)cc2)c1 | 9% | -9% | 10% | -9% | 1.5% | -7% | -2% | -13% | -12%
CCn1c(CSc2nc3ccccc3s2)nnc1SCC(=O)NCC(=O)OC | 0% | -3% | 0% | -3% | 2.2% | -2% | -1% | 3% | -9%
CCOC(=O)C1CCCN(c2c(Nc3ccc(C)c(C)c3)c(=O)c2=O)C1 (stereo not given) | -5% | -3% | ? | -6% | -2.3% | -11% | -2% | 6% | -16%
O=C(CSc1nnc(Cn2c(=O)sc3ccccc32)n1CCc1ccccc1)N1CCOCC1 | 0% | 15% | 16% | -5% | 1.7% | 3% | -1% | -3% | -9%
CN(Cc1nccs1)C(=O)c1cc(COc2cccc3cnccc23)on1 | 3% | 27% | 10% | 6% | 0.6% | 67%[activator] | 2% | -15% | -16%
Cc1cc(C)c(NC(=O)COC(=O)c2ccncc2)c(C)c1 | -5% | 14%[57.1 µM] | -20% | 13% | . | 10%[57.1 µM] | -5% | 8% | -24%
Cn1cc(CN(C(=O)Nc2ccc(Cl)c(Cl)c2)C2CCCCC2)c2ccccc21 | 0% | 1% | -15% | -4% | 1.9% | -2% | 1% | 16% | -24%
CNC(=O)NC(=O)COC(=O)/C=C/c1cccc(Br)c1 | -3% | -2% | -11% | -8% | 2.1% | -4% | 3% | 12% | -22%
CC1=C(C(=O)Nc2ccccc2)C(c2cccs2)C(C#N)=C(SCC#N)N1 (stereo not given) | 3% | ? | 0% | . | 1.0% | -1% | -2% | ? | -17%
Cc1cc(C)cc(NC(=O)CCn2cnc3ccccc3c2=O)c1 | -11% | 23%[57.1 µM] | -8% | -4% | -0.4% | 2%[57.1 µM] | 1% | -17% | 4%
Cc1ccc(CSC2=Nc3ccccc3C3=NC(CC(=O)NC4CCCCC4)C(=O)N23)c(C)c1 (stereo not given) | 3% | 12%[57.1 µM] | ? | 1% | 2.3% | 4%[57.1 µM] | 3% | -26% | 3%
CCCCCCCC1=NN(c2ccc(S(=O)(=O)O)cc2)C(=O)C1N=O (stereo not given) | -5% | . | ? | -2% | . | . | 3% | . | -1%
Cc1sc(NC(=O)CSc2nnc3scc(-c4ccccc4)n23)c(C#N)c1C | 2% | 21% | 12% | 1% | -0.6% | 7% | 3% | -30% | -23%
O=S(=O)(c1ccccc1F)N1CCN(CCOc2ccccc2)CC1 | 8% | 16% | 0% | 10% | 1.6% | -3% | 0% | 9% | -15%
Cc1oc2c(c(C)cc3oc(=O)c(CC(=O)N[C@@H](CCCNC(N)=O)C(=O)O)c(C)c32)c1C | -4% | 1% | 0% | -5% | -0.8% | 16% | 1% | 2% | -18%
Cc1nnc(NC(=O)NCN2C(=O)C3C4C=CC(C4)C3C2=O)s1 (stereo not given) | 9% | -7% | -17% | 2% | 0.5% | -5% | 0% | -25% | -19%

Compound profiles (already shown). Values in the order: mIDH1 inhibitor, rTrxR1 inhibitor, 12-LOX inh, Vif-APOBEC3F blk, RXFP1 agonist, TrxR1 substrate, Vif-APOBEC3G blk, RGS4 inhibitor, USP1-UAF1 inh
Entry for `CNC(=O)NC(=O)COC(=O)/C=C/c1cccc(Br)c1` → -3%, -2%, -11%, -8%, 2.1%, -4%, 3%, 12%, -22%
Entry for `CCCCCCCC1=NN(c2ccc(S(=O)(=O)O)cc2)C(=O)C1N=O` (stereo not given) → -5%, ., ?, -2%, ., ., 3%, ., -1%
